# Assay outcomes: PubChem, National Center for Advancing Translational Sciences (NCATS)
# Pol kappa inh: inhibitors of human DNA polymerase kappa | purified Pol kappa, fluorescent DNA synthesis assay, 10 min | Potency, µM (highest dose often 107 µM), for the others: at the top dose activity, negative = inhibition, most hits filed as inhibitors | 400,000 tested, 0.53% active; note: % is set by controls: 0 for no effect and ±100 for the full control effect
# Target sequence (Q9UBT6 whole entry, looked up): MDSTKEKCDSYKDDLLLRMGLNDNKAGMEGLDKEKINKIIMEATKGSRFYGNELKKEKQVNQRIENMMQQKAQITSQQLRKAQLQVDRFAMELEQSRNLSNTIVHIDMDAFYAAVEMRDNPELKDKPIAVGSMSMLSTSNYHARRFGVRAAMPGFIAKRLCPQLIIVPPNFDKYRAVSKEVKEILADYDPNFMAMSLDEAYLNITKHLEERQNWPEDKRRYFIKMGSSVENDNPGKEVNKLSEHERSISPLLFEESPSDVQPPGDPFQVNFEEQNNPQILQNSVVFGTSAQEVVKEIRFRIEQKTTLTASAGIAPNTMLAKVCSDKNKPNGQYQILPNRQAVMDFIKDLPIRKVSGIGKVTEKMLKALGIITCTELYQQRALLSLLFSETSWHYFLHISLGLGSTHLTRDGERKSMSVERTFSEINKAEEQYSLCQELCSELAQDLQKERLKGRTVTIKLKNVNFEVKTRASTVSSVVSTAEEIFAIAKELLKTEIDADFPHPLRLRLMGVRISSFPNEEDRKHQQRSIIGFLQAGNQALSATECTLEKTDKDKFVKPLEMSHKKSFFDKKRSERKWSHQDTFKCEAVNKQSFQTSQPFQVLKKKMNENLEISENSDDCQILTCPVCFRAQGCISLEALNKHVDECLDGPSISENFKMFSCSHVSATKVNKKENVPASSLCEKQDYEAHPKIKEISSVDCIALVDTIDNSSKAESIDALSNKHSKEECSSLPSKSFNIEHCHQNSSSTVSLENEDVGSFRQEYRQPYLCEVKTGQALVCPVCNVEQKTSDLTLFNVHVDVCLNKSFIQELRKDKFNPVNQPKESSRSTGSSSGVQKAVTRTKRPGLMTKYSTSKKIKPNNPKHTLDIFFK
#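 Inhibition of 10 nM Pol kappa is measured by a fluorescent read-out at 0 and 10 min following addition of 50 nM substrate (final), with a 15-min room-temperature compound preincubation.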
# POLB inh: inhibitors of human DNA polymerase beta | 340,000 tested, 1.3% active | P06746 | Pol beta primer extension/strand displacement, fluorescence kinetic | Potency, µM (top dose mostly 114 µM), for the others: top-dose activity change, negative = inhibition, actives largely listed as inhibitors; note: % is set by controls: 0 for no effect and ±100 for the full control effect
#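 Pol beta (10 nM) was preincubated with compound for 15 min at room temperature. The reaction was then started with 50 nM substrate and read immediately and after a further 10 min at room temperature.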
# BLM helicase inh: inhibitors of human Bloom syndrome helicase BLM | recombinant BLM DNA unwinding, fluorescence dequenching | Potency, µM (top dose mostly 56.1 µM), without a hit: top-dose activity change, negative = inhibition, usual class: inhibitors | 350,000 tested, 0.2% active | AID 2528;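 note: plate controls were vehicle for no effect and no enzyme for full effect; nearly all actives have a fitted effect of over 35% in size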
# Apoferritin bind: candidate novel general anesthetic via apoferritin binding; apoferritin/1-aminoanthracene competitive binding, fluorescence; P02791; Potency, µM (titrated, usually from 77.5 µM), for the others: at the highest dose activity change, negative = displacement, usual class: inhibitors; 350,000 tested, 0.074% active; note: % is set by controls: 0 for no effect and ±100 for the full control effect; nearly all actives have a fitted effect of over 20% in size
# Target sequence (P02791 2-175 limits assumed): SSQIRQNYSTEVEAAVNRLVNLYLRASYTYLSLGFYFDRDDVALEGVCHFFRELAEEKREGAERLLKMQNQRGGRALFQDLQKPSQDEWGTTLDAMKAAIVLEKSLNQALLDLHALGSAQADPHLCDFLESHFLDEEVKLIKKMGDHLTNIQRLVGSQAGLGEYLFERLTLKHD
#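 Steps: apoferritin (10 uM) was premixed with half-saturated 1-AMA in PBS, compounds were pin-transferred, plates stood 10 min at room temperature, fluorescence was read at 380/535 nm, and curves were fitted with a Hill equation.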
# BAZ2B block: BAZ2B (human) inhibition. Q9UIF8. AlphaScreen BAZ2B-H3K14Ac peptide displacement. Potency, µM (highest dose often 114 µM), for inactives: top-dose activity change, negative = inhibition, hits mostly inhibitors. 360,000 tested, 4.4% active. AID 504333; note: % is set by controls: 0 for no effect and ±100 for the full control effect; nearly all actives have a fitted effect of over 60% in size
#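 Inhibition is scored as reduced AlphaScreen emission. The BAZ2B/b-H3(5-23)K14Ac complex (50 nM each) in PBS pH 7.4, 0.01% Tween-20 meets compound (up to 110 uM) for 30 min at RT before bead addition.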
# Pol iota inh: DNA polymerase iota (human) inhibition. Potency, µM (doses to about 115 µM), without a hit: at the highest dose activity, negative = inhibition, actives largely listed as inhibitors. Q9UNA4. 390,000 tested, 1% active. AID 588590. Pol iota fluorescent replication assay, 10 min
#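 Pol iota at 10 nM preincubated 15 min with compounds at room temperature; reaction started with fluorescent substrate, 50 nM final. Fluorescence read kinetically at 0 and 10 min; buffer-only wells as negative control.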
# POLH inh: DNA polymerase eta (human) inhibition; Q9Y253; recombinant Pol eta, fluorescent DNA replication assay; Potency, µM (highest dose often 114 µM), for the others: top-dose activity change, negative = inhibition, actives largely listed as inhibitors; 390,000 tested, 1.2% active; note: % is set by controls: 0 for no effect and ±100 for the full control effect
#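 Pol eta at 10 nM preincubated with compounds 15 min at room temperature; reaction started with fluorescent substrate (50 nM final) and read kinetically at 0 and 10 min.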
# G9a block: G9a (human) methyltransferase inhibition. G9a H3K9 monomethylation, AlphaScreen, 2 h. 350,000 tested, 8.8% active. Q96KQ7. Potency, µM (highest dose often 102 µM), without a hit: at the top dose activity, negative = inhibition, hits mostly inhibitors; note: % is set by controls: 0 for no effect and ±100 for the full control effect; nearly all actives have a fitted effect of over 75% in size
#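 AlphaScreen read-out: biotin-H3K9 peptide (500 nM) methylation by 20 nM enzyme with 20 uM SAM, 2 h at room temperature after 15 min compound preincubation; anti-monomethyl H3K9 antibody plus donor/acceptor beads, 10 min dark.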
# APEX1 inh: blocks human APE1 abasic DNA cleavage; recombinant APE1, TAMRA/BHQ-2 abasic DNA cleavage fluorescence; P27695; Potency, µM (series often up to 65.8 µM), for inactives: top-dose activity change, negative = inhibition, actives largely listed as inhibitors; 350,000 tested, 0.35% active;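 note: plate controls were vehicle for no effect and reference inhibitor for full effect; nearly all actives have a fitted effect of over 55% in size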
#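 0.75 nM APE1 + cpd, 15 min RT; start w/ 50 nM TAMRA/BHQ-2 THF-abasic dsDNA; kinetic fluor 525/598 nm ×3 reads @60 s; Δ(read3−read1); normalized to DMSO and NSC13755 control wells.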
# An asterisk follows results filed as active; ? = inconclusive; / = not tested or not shown; & = joins results of further samples; [ ] = remark or other dose. Calls come from the whole dose curve; as a rule, active = well fitted curve in the direction sought with a large enough effect; inconclusive = small, poorly fitted or top-dose-only effect, or another doubt; inactive = no such curve, though single readings can be large; an effect the other way counts as inactive or inconclusive. Potency is the fitted concentration of half-maximal effect. The list is partial; the hit share may differ from the screen's.
SMILES,Pol kappa inh,POLB inh,BLM helicase inh,Apoferritin bind,BAZ2B block,Pol iota inh,POLH inh,G9a block,APEX1 inh
O=C(CCn1cccn1)Nc1cccc(C(F)(F)F)c1,3%,?,0%,9%,0%,5%,3%,3%[59 µM],/
O=c1[nH]c2ccccc2n1C1=CCNCC1,-6%,11%,-5%,6%,12%,61%[activator],6%,7%[12.7 µM],-2%
COc1ccc(N2C(=O)CSC23C(=O)N(Cc2ccccc2F)c2ccccc23)cc1Cl (centres undefined),2%,23%,-7%,-4%,?,-17%,-1%,-45%[59 µM],/
CSc1ccccc1NC(=O)CN(C)CC(=O)c1[nH]c(C)c(C(C)=O)c1C,-11%,/,/,/,/,27%,-1%,/,-4%
CCOC(=O)C1CCN(C(=O)Cc2c(C(=O)O)n(C)c3ccccc23)CC1,-22%,2%,-3%,-21%,-31%,17%,7%,?,4%
CC(C)Sc1nc(-c2cccs2)nc2c1c(=O)n(C)c(=O)n2C,/,-19%,0%,-13%,-2%,/,/,3%,-1%
C=CCOC(=O)C1=C[C@H](c2ccccc2)[C@@H](CCCO)[C@H](OCC)O1,-6%,-1%,-3%,0%,0%,6%,-7%,-2%[59 µM],1%
Cc1ccc(C2C3C(=O)N(c4ccc(C)cc4)C(=O)C3N3CCCN23)cc1 (centres undefined),4%,1%,3%,0%,2%,-4%,-17%,/,8%
COc1ccc2[nH]c(=O)c(CN(Cc3nnnn3CCc3ccccc3)CC3CCCO3)cc2c1 (centres undefined),-13%,18%,2%,-8%,10%,0%,-2%,?,6%
CC(=O)Nc1ccc(S(=O)(=O)NC2=C(N3CCN(Cc4ccccc4)CC3)C(=O)c3ccccc3C2=O)cc1,-4%&-29%,-17%,-16%,?,20µM*,47%&56%[activator],-21%&-20%,?,-6%
O=C(Cc1cccs1)NCCc1ccc(Cl)cc1,-7%,1%,-4%,-15%,-27%,-6%,-7%,16%,-2%
CC(=O)NCC(=O)OCC(=O)N1c2ccccc2Sc2ccccc21,-1%,-17%,-2%,1%,-2%,?,-15%,-1%,-1%
CCN(C(=O)COC(=O)c1cc(-c2ccccc2)nn1-c1ccccc1)C1CCS(=O)(=O)C1 (centres undefined),-9%,13%,-5%,-7%,-2%,-19%,-3%,13%,4%
c1ccc(CNc2ncncc2-c2ccc3c(c2)OCO3)cc1,6%[60.1 µM],/,-4%,/,/,/,/,4%[0.501 µM],-5%
CCOCC(O)CNc1ccccc1 (centres undefined),-1%,0%,2%,4%,10%,10%,-11%,-7%[59 µM],26%
COc1ccc(NC(=O)c2cc3c(s2)CCC3)cc1S(=O)(=O)N1CCOCC1,?,?,-16%,-19%,-9%,35µM*,?,?,?
C=CC[C@@H](CC(=O)N[C@H](CO)Cc1ccccc1)C(=O)N[C@H](COC(=O)[C@@H](CC=C)CC(=O)OC(C)(C)C)Cc1c[nH]c2ccccc12,-22%,/,/,/,/,24%,-16%,/,1%
O=C(NC1CCCC1)C(c1ccncc1)N(Cc1ccco1)C(=O)c1ccc(-c2ccccc2)[nH]1 (centres undefined),-10%,4%,-6%,?,35µM*,?,-15%,?,-2%
C[C@@]12CCC=C[C@H]1[C@H](c1ccc3ccccc3c1/C=C/c1ccccc1)N(Cc1ccccc1)C2=O,-8%,-8%,-2%,1%,-17%,-14%,-22%,16%[59 µM],4%
CCNC(=O)COc1ccc(C=O)cc1OC,-9%,1%,-1%,6%,-9%,37%[activator],-26%,4%[59 µM],6%
CC(=O)NC(CC(=O)Nc1nc(C)cs1)c1ccccc1 (centres undefined),1%,-19%,-1%,-5%,-26%,-2%,-5%,4%[59 µM],-2%
COc1ccc(NC(=O)CCC(=O)Nc2nnc(C3CCCCC3)s2)cc1,7%,6%,-1%,-2%,-10%,26%,-8%,0%,29%
CC(C)[C@H](NC(=O)c1ccco1)C(=O)OCC(=O)N1CCc2ccccc21,-7%,13%,-7%,?,6%,10%,-3%,?,7%
Nc1nc(CSCCO)nc(Nc2ccccc2)n1,-2%,16%,1%,-8%,-1%,-12%,-13%,4%[59 µM],-4%
COc1cccc(Cn2cc(C(=O)c3ccccc3)c(=O)c3cc4c(cc32)OCO4)c1,-2%,27%,2%,-14%,?,12%,-16%,-10%[59 µM],/
COc1ccccc1NC(=O)/C(C#N)=C/C=C/c1ccco1,?,-12%,-9%,-20%,0%,?,-11%,-29%,0%
CNC(=S)N/N=C/c1ccc(-c2cc([N+](=O)[O-])ccc2Cl)o1,-8%,4%,-8%,-12%,0%,123%[activator],5%,57%[activator][59 µM],12%
Cc1ccc(-c2nc3cccnc3s2)cc1NS(=O)(=O)c1ccc2c(c1)OCCO2,-9%,7%,-7%,5%,19%,14%,-14%,-7%[59 µM],-10%
CSc1ccccc1OCc1cc(C(=O)N2CCc3[nH]cnc3C2c2ccccn2)no1 (centres undefined),-6%,8%,-2%,?,56µM*,12%,-12%,?,16%
COc1cc(/C=C/C(=O)O)cc(S(=O)(=O)Nc2ccccc2Oc2ccccc2)c1OC,-1%,10%,-1%,-12%,-20%,23%,-14%,-8%,3%

# Reformatted with each value named: part of the list above
> CSc1ccccc1NC(=O)CN(C)CC(=O)c1[nH]c(C)c(C(C)=O)c1C
  Pol kappa inh: -11%	POLB inh: /	BLM helicase inh: /	Apoferritin bind: /	BAZ2B block: /	Pol iota inh: 27%	POLH inh: -1%	G9a block: /	APEX1 inh: -4%
> CCOC(=O)C1CCN(C(=O)Cc2c(C(=O)O)n(C)c3ccccc23)CC1
  Pol kappa inh: -22%	POLB inh: 2%	BLM helicase inh: -3%	Apoferritin bind: -21%	BAZ2B block: -31%	Pol iota inh: 17%	POLH inh: 7%	G9a block: ?	APEX1 inh: 4%
> CC(C)Sc1nc(-c2cccs2)nc2c1c(=O)n(C)c(=O)n2C
  Pol kappa inh: /	POLB inh: -19%	BLM helicase inh: 0%	Apoferritin bind: -13%	BAZ2B block: -2%	Pol iota inh: /	POLH inh: /	G9a block: 3%	APEX1 inh: -1%
> C=CCOC(=O)C1=C[C@H](c2ccccc2)[C@@H](CCCO)[C@H](OCC)O1
  Pol kappa inh: -6%	POLB inh: -1%	BLM helicase inh: -3%	Apoferritin bind: 0%	BAZ2B block: 0%	Pol iota inh: 6%	POLH inh: -7%	G9a block: -2%[59 µM]	APEX1 inh: 1%

# Continuation.
# Short forms – A = Pol kappa inh; B = POLB inh; C = BLM helicase inh; D = Apoferritin bind; E = BAZ2B block; F = Pol iota inh; G = POLH inh; H = G9a block; I = APEX1 inh
COc1ccc(N2CCN(C(=O)COC(=O)CCc3ccccc3)CC2)cc1
  A = 6%	B = /	C = /	D = /	E = -3%	F = 14%	G = -6%	H = -22%[12.7 µM]	I = 15%
COc1ccc(C)c2sc(NC(=O)C3=COCCO3)nc12
  A = /	B = -2%	C = 0%	D = -11%	E = -4%	F = /	G = /	H = -5%[59 µM]	I = 0%
O=C(OCC(=O)c1ccc[nH]1)c1ccc(Cl)nc1
  A = -9%	B = /	C = /	D = /	E = ?	F = ?	G = -23%	H = -9%	I = -14%
COCCNC(=O)c1ccc(N2CC3CC(C2)c2cccc(=O)n2C3)c(NC(=O)c2c(F)cccc2F)c1 (centres undefined)
  A = 6%	B = 3%	C = -3%	D = -6%	E = 16%[57.1 µM]	F = 18%	G = -17%	H = 1%	I = 95%[activator]
CO/N=C\C(=N\Nc1ccc(OC)cc1)C(=O)c1ccccc1
  A = -11%	B = -1%	C = -6%	D = ?	E = ?	F = 8%	G = -14%	H = -10%	I = -5%
COc1ccccc1C(=O)N/C(=C\c1ccc(Br)cc1)C(=O)N1CCCC1
  A = 2%	B = 14%	C = -1%	D = 2%	E = -16%	F = -3%	G = -13%	H = -8%	I = 3%
COc1ccc(C(=O)Nc2cccc(-c3cc4ccccc4oc3=O)c2)cc1[N+](=O)[O-]
  A = -9%	B = 5%	C = -15%	D = -5%	E = -6%	F = 131%[activator]	G = -5%	H = -18%	I = -4%
CCOc1ccc(CSC(=N)N)cc1Cl
  A = -7%	B = 2%	C = -8%	D = -3%	E = -12%	F = -1%	G = -7%	H = -44%	I = 3%
O=C(O)CN1C(c2ccccc2O)Nc2ccc(Br)cc2C1c1ccccc1 (centres undefined)
  A = -5%	B = 17%	C = -5%	D = -7%	E = 2%	F = 22%	G = -9%	H = 0%	I = 0%
CC1(c2nnc(-c3ccccc3)o2)CC(c2ccncc2)=NO1 (centres undefined)
  A = 1%	B = 28%	C = -1%	D = -1%	E = 4%	F = 32%	G = -14%	H = -10%[12.7 µM]	I = 16%
COc1ccc(/C=C2\CCC(C3CCCC3)C2=O)c(OC)c1OC (centres undefined)
  A = -12%	B = 26%	C = -8%	D = 0%	E = 0%	F = -9%	G = -14%	H = -4%[2.33 µM]	I = 33%
CC1CCCCC1NC1=NCCS1 (centres undefined)
  A = -7%	B = 0%	C = 6%	D = -7%	E = -22%	F = 8%	G = 5%	H = -32%	I = 3%
COc1ccc(O)c(C(=O)c2cnn(-c3ccccc3)c2)c1
  A = -8%	B = 67%	C = -3%	D = -16%	E = -27%	F = 31%[activator]	G = -19%	H = 4.5µM*	I = 6%
COc1ccc(-n2nc3c(N4CCCC(C(=O)NCCc5ccccc5C)C4)nnc(C)c3c2C)cc1 (centres undefined)
  A = -1%	B = 2%	C = 3%	D = ?	E = -19%	F = 4%	G = -21%	H = ?	I = /
N/C(=N\c1nc2ccccc2o1)NC(=O)c1ccccc1NC(=O)c1ccccc1
  A = -6%	B = 15%	C = -4%	D = -10%	E = 9%	F = 11%	G = 4%	H = -2%[12.7 µM]	I = -2%
CCOCCCNC(=O)C1CCCN(S(=O)(=O)CC)C1 (centres undefined)
  A = -8%	B = 0%	C = 0%	D = -1%	E = -1%	F = 9%	G = -15%	H = 7%[12.7 µM]	I = 4%

# Two entries from above, with values under each structure.
# Values run as follows: Pol kappa inh, POLB inh, BLM helicase inh, Apoferritin bind, BAZ2B block, Pol iota inh, POLH inh, G9a block, APEX1 inh
- O=C(OCC(=O)c1ccc[nH]1)c1ccc(Cl)nc1
    -9%, /, /, /, ?, ?, -23%, -9%, -14%
- COCCNC(=O)c1ccc(N2CC3CC(C2)c2cccc(=O)n2C3)c(NC(=O)c2c(F)cccc2F)c1 (centres undefined)
    6%, 3%, -3%, -6%, 16%[57.1 µM], 18%, -17%, 1%, 95%[activator]
